Compound activity deposited in PubChem by National Center for Advancing Translational Sciences (NCATS).
LDHA block = blocks human lactate dehydrogenase A | P00338 | 480,000 compounds, 0.15% hits | purified LDHA, NADH/diaphorase-resazurin fluorescence; hits give low values | AID 1347041 | activity change, % (values are at about 110 or 230 µM); in the data active = activity change below about -30%; inconclusive = mostly about -25% to -30%;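 note: plate controls were DMSO wells for no effect and wells without enzyme for full effect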
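LDH5 2 nM; NADH 0.06 mM, pyruvate 0.2 mM; 200 mM Tris pH 7.4, EDTA, Tween-20; 5 min RT. Detection: diaphorase 0.133 mg/mL + resazurin 37 µM, fluorescence ex540/em590 at 0 and 20 min; normalized to enzyme-free and DMSO wells.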
D1 ag = agonists of human D1 dopamine receptor; 360,000 compounds, 1% hits; activation, % at 2 µM; AID 504660; HEK293 T-REx D1 cells, calcium flux, agonist mode; in the data active = activation above about 30%; note: 0% is about no effect
Target sequence (P21728 whole entry, looked up): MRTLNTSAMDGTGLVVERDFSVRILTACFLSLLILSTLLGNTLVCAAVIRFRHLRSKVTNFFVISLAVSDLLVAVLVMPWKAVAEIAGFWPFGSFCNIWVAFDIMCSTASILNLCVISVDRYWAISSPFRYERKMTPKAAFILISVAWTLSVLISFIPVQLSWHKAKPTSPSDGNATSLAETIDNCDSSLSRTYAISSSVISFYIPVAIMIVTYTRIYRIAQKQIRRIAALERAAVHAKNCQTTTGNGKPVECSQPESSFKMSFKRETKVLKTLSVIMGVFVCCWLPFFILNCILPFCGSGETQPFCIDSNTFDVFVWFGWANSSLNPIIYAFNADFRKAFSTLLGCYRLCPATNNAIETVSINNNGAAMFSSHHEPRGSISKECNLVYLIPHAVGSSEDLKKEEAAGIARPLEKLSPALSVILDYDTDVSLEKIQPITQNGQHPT
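Tetracycline-induced HEK293 TREx D1 cells, force-coupled to calcium signalling, were dye-loaded with a no-wash calcium kit. Compound was pin-added after a 10 s baseline. Fluorescence was read kinetically at 1 cycle/s for 180 s, with calcium rises flagged as agonism.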
Glioma ERSR ind = inducers of ER stress response in human glioma cells; 420,000 compounds, 0.02% hits; Potency, µM, without a hit: at the highest dose activation, usual class: activators; U87-MG GRP78 promoter luciferase reporter, 16 h; note: potency is the fitted concentration of half-maximal effect; series mostly up to about 76 µM; % of control where 0% means no effect; nearly all actives have a fitted effect of over 35% in size
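Stably transfected U87-MG glioma cells carrying a GRP78-based luciferase sensor; 16 h compound incubation. Luminescence end-point read 10 min after Bright-Glo addition at room temperature.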
Vif-APOBEC3G blk = Vif-A3G binding inhibition; HeLa A3G-eYFP + Vif (tagged APOBEC3G with the HIV-1 protein that degrades it), YFP fluorescence, overnight; Q9HC16; Potency, µM (highest dose often 46.1 µM), for inactives: top-dose activity, negative = active, actives largely listed as inhibitors; 410,000 compounds, 0.076% hits;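 note: potency is the fitted concentration of half-maximal effect; % is set by controls: 0 for no effect and ±100 for the full control effect; nearly all actives have a fitted effect of over 60% in size; hits raise eYFP signal because A3G escapes Vif-driven loss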
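HeLa cells stably expressing Vif and C-terminally eYFP-tagged A3G, seeded overnight at 37 deg C, then exposed to compound by pintool overnight at 37 deg C. Rise in yellow fluorescence (Ex 488/Em 500-530, Acumen) marks blocked Vif-driven A3G degradation.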
RXFP1 agonist = activates the human relaxin receptor RXFP1; Q9HBX9; HEK293T-RXFP1 cAMP TR-FRET, 30 min; response scale: percent of porcine relaxin response, buffer zero; Potency, µM (titrated, usually from 57.5 µM), without a hit: top-dose activation, hits mostly activators; 370,000 compounds, 0.3% hits; AID 2676; note: potency is the fitted concentration of half-maximal effect; % is set by controls: 0 for no effect and ±100 for the full control effect; nearly all actives have a fitted effect of over 60% in size; many of its hits are not listed in these tables
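cAMP rise read by TR-FRET after 30 min, 37C compound exposure (up to 58 uM) in RXFP1-transfected HEK293 cells with Ro 20174 present. EC50 from Hill-equation fits, with 29 nM porcine relaxin as 100% and buffer as basal.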
Vif-APOBEC3F blk = blocks the Vif interaction with APOBEC3F | Potency, µM (doses to about 46.1 µM), for inactives: at the highest dose activity, negative = active | 390,000 compounds, 0.2% hits | HeLa A3F-eYFP + Vif (tagged APOBEC3F with the HIV-1 protein that degrades it), YFP fluorescence increase | AID 602313; note: potency is the fitted concentration of half-maximal effect; % of control where 0% means no effect; nearly all actives have a fitted effect of over 65% in size
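HeLa cells stably expressing A3F-eYFP plus Vif, plated and incubated overnight at 37 deg C, then exposed to compounds overnight at 37 deg C. Blocked degradation read as raised yellow fluorescence (Ex 488/Em 500-530).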
D2 PAM = positively modulates the human D2 dopamine receptor allosterically. HEK293 T-REx D2, calcium flux, EC20 dopamine potentiation. potentiation, % at 10 µM. 340,000 compounds, 0.34% hits;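 active = potentiation over 3 SD above the plate norm, cut at about 30% in these data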; note: 0% is about no effect
Target sequence (P14416 whole entry, looked up): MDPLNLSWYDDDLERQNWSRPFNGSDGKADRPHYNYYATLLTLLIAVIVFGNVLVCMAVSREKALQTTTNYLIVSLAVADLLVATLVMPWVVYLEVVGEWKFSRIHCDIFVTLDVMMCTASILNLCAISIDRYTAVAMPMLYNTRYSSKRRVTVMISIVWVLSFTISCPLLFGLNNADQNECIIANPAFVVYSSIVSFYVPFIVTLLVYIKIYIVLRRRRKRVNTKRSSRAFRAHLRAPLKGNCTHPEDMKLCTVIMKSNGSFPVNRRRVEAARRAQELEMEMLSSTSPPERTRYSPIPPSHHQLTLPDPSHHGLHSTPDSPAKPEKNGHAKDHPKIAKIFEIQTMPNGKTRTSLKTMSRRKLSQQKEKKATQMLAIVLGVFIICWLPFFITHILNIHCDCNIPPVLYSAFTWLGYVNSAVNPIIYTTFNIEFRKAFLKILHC
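Primary screen. Calcium kinetics in induced HEK293 T-REx D2 cells: compound pre-addition 180 s, EC20 dopamine, 180 s more.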
D1 antagonist = human D1 dopamine receptor antagonism; HEK293 TREx D1 cells, calcium flux, dopamine EC80; hits give low values; activity change, negative = inhibition, % at 10 µM; 360,000 compounds, 3.2% hits; in the data active = activity change below about -30%; note: % is set by controls: 0 for no effect and ±100 for the full control effect
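Using tetracycline-induced force-coupled D1 Hek293 cells and a calcium dye, signals were followed for 180 s after compound, then for 180 s after EC80 dopamine, to detect inhibitors.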
D1 PAM = human D1 dopamine receptor positive modulation; potentiation, % at 10 µM; HEK293 TREx D1 cells, calcium flux, dopamine EC20 potentiation; AID 504651; P21728; 360,000 compounds, 0.036% hits; in the data active = potentiation above about 30%; note: 0% is about no effect
An asterisk follows results filed as active; ? = inconclusive; · = not tested or not shown; & = joins results of further samples. Unless noted, calls come from the whole dose curve; as a rule, active = well fitted curve in the direction sought with a large enough effect; inconclusive = small, poorly fitted or top-dose-only effect, or another doubt; inactive = no such curve, though single readings can be large; an effect the other way counts as inactive or inconclusive. This is a subset; the hit share may differ from the screen's.

SMILES	LDHA block	D1 ag	Glioma ERSR ind	Vif-APOBEC3G blk	RXFP1 agonist	Vif-APOBEC3F blk	D2 PAM	D1 antagonist	D1 PAM
Nc1cc(C(=O)O)ccc1Nc1ccc(F)c(F)c1	3.6	0.3	-2.2%	0.5%	0.5%	-7.2%	10.7	5.7	5.6
O=C(NCCc1ccco1)C(=O)NCC1OCCCN1S(=O)(=O)c1ccc(F)cc1 (configuration not stated)	-3.2	2.2	-3.6%	2.2%	-1.5%	-2.4%	1.7	-2.1	-4.8
CCN1CCN(CCCNC(=O)CS(=O)(=O)Cc2nc(-c3cccc(OC)c3)oc2C)CC1	0.5&4.5&-0.9	5.4&0.7	-1.1%&2.9%	-1.6%&2.8%	-0.4%&-2.3%	2.7%&5.3%	12.5&-11.2	1.4&-6.2	-2.6&-4.3
COc1ccc(C(=O)NNC(=O)COC(=O)c2sccc2C)cc1	-3.1	2.7	-2.4%	-0.1%	-0.1%	3.7%	-13.7	0.6	-6.8
O=C(Nc1ccc(Cl)cc1)c1cc2c(-c3ccccc3)nn(-c3ccccc3)c2s1	-13.7	-0.1	-2.3%	0.0%	-1.0%	-2.2%	5.4	9.2	1.4
Cc1ccc(-c2nnc(Nc3ccc(CC(N)=O)cc3)c3ccccc23)cc1S(=O)(=O)NCCO	-5.2	-0.4	-4.5%	-8.2%	-0.8%	0.3%	-1.4	4.8	-7.7
CCOC(=O)c1sc(NC(=O)CSc2nnnn2-c2ccc(C)cc2C)nc1C	-2.2	1.1	-9.8%	-0.1%	13.2%	·	6.0	6.8	-5.6
CC(=O)NC1CC2CCCC(C1)N2CC(=O)Nc1ccccc1 (configuration not stated)	-10.5	4.7	-3.0%	-3.3%	-0.1%	0.8%	-11.4	9.8	-0.9
CC(CC(=O)c1ccccc1)=NCCCN=C(C)CC(=O)c1ccccc1	-8.3	·	7.4%	-2.2%	·	-12.9%	·	·	·
Cc1noc(C)c1C(=O)N1CCC(C(=O)c2ccc(F)cc2F)CC1	-3.9	2.3	-1.0%	1.1%	-1.0%	1.6%	·	12.1	2.9
CCCCn1nc(C(=O)Nc2c(C)n(C)n(-c3ccccc3)c2=O)c2ccccc2c1=O	-2.7	1.2	-3.8%	2.2%	0.9%	0.7%	13.9	15.7	-2.3
COc1ccc(C(=O)NCc2nnc(SCC(=O)Nc3ccc(C)cc3)n2-c2ccccc2)cc1	5.5	4.3	-3.2%	2.4%	0.5%	-0.6%	0.6	9.3	-1.9
COc1ccc(/C=C/C(=O)N(CC(C)C)C2CCS(=O)(=O)C2)cc1 (configuration not stated)	-4.9	0.0	-1.6%	-0.1%	-0.8%	3.3%	2.8	-4.7	2.5
COc1ccc(C2C(C(=O)NCCN3CCOCC3)c3ccccc3C(=O)N2C)cc1OC (configuration not stated)	-7.1	3.1	-4.3%	1.0%	-2.4%	6.2%	4.2	-15.3	-3.3
CCOC(=O)C1Oc2ccccc2C(c2cccc3ccccc23)=C1C(=O)OC (configuration not stated)	1.6	·	-3.1%&-3.0%	-1.9%	·	-3.5%	·	·	·
CN(C)S(=O)(=O)c1cccc(-c2nn(-c3ccccc3)cc2/C=C(\C#N)c2nc3ccccc3[nH]2)c1	-4.7	5.7	-4.5%	0.4%	1.5%	-7.1%	-5.8	-3.2	-3.6
O=C(NCCCn1ccnc1)c1ccc2ccccc2c1	-0.6	2.8	-0.5%	0.2%	-0.4%	0.1%	0.5	-37.0*	-6.7
CSc1nc2sc3c(c2c2nnnn12)CCC3	·	0.8	·	·	12.4%	·	1.4	26.6	0.0
OC(CN=c1sc2ccccc2n1CC(O)COc1ccccc1)COc1ccccc1 (configuration not stated)	-1.3	4.1	-13.2%	-7.6%	-0.3%	0.4%	-1.9	-1.8	5.2
Cc1ccc2c(c1)cc1c(=O)n(Cc3ccc(Cl)cc3)nc(C)n12	-12.5	2.5	-0.4%	6.7%	-0.9%	2.4%	1.2	0.8	-1.7
Cc1ccc(NCCC(=O)c2cccs2)cc1	-2.7	2.2	2.8%	-1.5%	-0.8%	-1.5%	1.1	2.3	6.9
C/C=C/c1ccc(OCC(=O)Nc2ccc(C(N)=O)cc2)c(OC)c1	-12.9	0.6	4.6%	-1.3%	6.5%	-17.4%	1.8	-53.4*	-7.2
Cc1ccc(-n2ncc3c2CC(C)(C)CC3NC(=O)CCc2ccncc2)cc1 (configuration not stated)	-9.7	2.9	-2.4%	-0.2%	-0.8%	-2.0%	-2.0	0.1	2.2
COc1ccc(OC)c(NC(=O)c2c3c(nc4ccccc24)CCC3)c1	3.0	·	-2.4%	-3.8%	0.0%	-11.9%	·	·	·
Cc1ccc(-c2nnc(Cc3ccc([N+](=O)[O-])cc3)o2)cc1	-15.0	8.0	4.9%	-4.0%	1.7%	4.3%	8.1	18.9	0.9
COc1cccc(-n2c(CN3CCN(c4ccc(C)cc4)C(C)C3)nc3ccc([N+](=O)[O-])cc3c2=O)c1 (configuration not stated)	1.6	1.0	-4.3%	2.4%	-0.4%	3.9%	12.4	3.5	-6.0
O=C(NC(=O)c1ccc(F)cc1F)Nc1ccc(Cl)cc1	-6.4	2.2	9.9%	-7.7%	-1.1%	4.6%	-21.0	-7.4	-2.3
Cc1c(Cl)cnc(NC(=O)COC(=O)c2ccc3c(c2)OCO3)c1Cl	8.0	4.9	-1.4%	3.5%	4.2%	7.2%	9.3	11.0	2.5
CCCC(=O)Nc1nnc(Cc2ccccc2)s1	-3.9	·	-1.0%	-0.6%	-1.0%	-4.8%	·	·	·
Cc1ccc(S(=O)(=O)N(C)C[C@@H]2Oc3ccc(NC(=O)Cn4cnnn4)cc3C(=O)N([C@@H](C)CO)C[C@H]2C)cc1	0.2	·	7.3%	-0.1%	·	-3.1%	·	·	·
Cc1ccc(Cn2c(=O)n(CCCCC(=O)NCc3ccc4c(c3)OCO4)c(=O)c3ccccc32)cc1	-7.0	3.2	-3.1%	3.8%	4.4%	-4.3%	-5.1	7.7	-0.1
O=S(=O)(c1c(F)cccc1F)C1CCN(S(=O)(=O)c2ccc3c(c2)OCCO3)CC1	1.4&-10.3	3.6	-0.1%	2.5%	·	-4.3%	·	2.8	-3.0
Cc1ccc(NC(=O)CCl)c(C)c1	-5.1	1.7	-14.4%	-26.0%	3.4%	9.2%	-9.6	-4.8	4.0
COc1ccccc1C(=O)N1CCC(N2CCN(c3ccccc3)CC2)CC1	-22.6	0.6	-9.8%	-0.5%	-1.6%	6.1%	-22.8	-13.5	-2.7
COc1ccc(/C=N/NC(=O)c2cccc([N+](=O)[O-])c2)cc1O	11.7	3.2	4.4%	?	1.0%	-15.7%	-9.6	-11.9	6.2
Cc1nn(C)c(C)c1CCNC(=O)Nc1cccc(Cl)c1C	-2.1	0.6	-1.6%	1.8%	0.3%	2.1%	0.7	-10.2	0.6

Looked up above.
COc1ccc(/C=N/NC(=O)c2cccc([N+](=O)[O-])c2)cc1O | LDHA block: 11.7
CCCC(=O)Nc1nnc(Cc2ccccc2)s1 | RXFP1 agonist: -1.0%

The list continues:
SMILES	LDHA block	D1 ag	Glioma ERSR ind	Vif-APOBEC3G blk	RXFP1 agonist	Vif-APOBEC3F blk	D2 PAM	D1 antagonist	D1 PAM
COC(=O)CSc1ncc2c(n1)-c1ccccc1N(Cc1ccccc1C)S2(=O)=O	-0.4	9.0	-3.2%	1.9%	6.1%	2.9%	3.6	0.7	-5.7
COc1ccc(N=C2SCC(c3ccc([N+](=O)[O-])cc3)=NN2CCO)cc1	0.1	6.1	-3.5%	-2.2%	-0.9%	5.2%	-2.1	-11.2	-3.6
COc1ccc(C(=O)NCC(c2ccco2)N2CCOCC2)cc1OC (configuration not stated)	-1.4	1.9	-5.1%	1.1%	1.5%	8.4%	·	2.1	4.2
CSc1ccc(CN2CCC(C(=O)NCc3ccc(C)cc3)CC2)cc1	-18.9	26.1	0.5%	4.7%	-0.7%	?	-12.8	-2.1	-2.5
COc1ccc(S(=O)(=O)N2CCc3ccccc32)cc1[N+](=O)[O-]	-1.0	8.7	-0.6%	-0.3%	1.4%	-1.4%	3.6	-22.4	-5.1
CCOC(=O)N1CCC(N2CCCC(C(=O)c3cc(F)ccc3OC)C2)CC1 (configuration not stated)	-7.4	-0.9	-1.6%	-11.4%	1.3%	1.4%	-25.6	-13.0	-3.1
Cc1nc(NC(=O)c2cc3ccccc3o2)sc1C	-6.2	0.4	-12.6%	-7.6%	0.3%	17.3%	-13.5	9.0	-2.8
CC(C)(C)NC(=O)C(c1ccncc1)N(C(=O)CNC(=O)c1ccco1)c1ccc(F)cc1 (configuration not stated)	-2.2	1.7	-0.5%	0.3%	1.7%	-2.0%	15.1	-14.7	-6.5
C=CCNC(=O)NC(=O)COn1nnc2ccc(S(=O)(=O)N(C)C)cc21	-7.0	0.8	-3.3%	-1.5%	-1.4%	-14.8%	-3.0	5.9	2.2
O=C1C(Cc2ccc(Br)cc2)SC(=Nc2ccccc2)N1c1ccccc1 (configuration not stated)	-4.9	7.9	-5.4%	-6.5%	1.4%	-8.9%	-4.9	-6.6	0.3
COc1ccc(NC(=O)COC(=O)C2CC(=O)N(Cc3ccc(C)cc3)C2)cc1 (configuration not stated)	-6.8	-0.4	-4.4%	4.1%	-1.1%	6.4%	-10.1	12.6	-3.9
Cc1ccc(S(=O)(=O)CC(=O)NC2CC2)cc1	-0.3	1.5	-3.7%	1.4%	1.6%	1.8%	-1.5	4.0	-3.5
O=C(O)CC1SC(N/N=C/c2ccc(Br)cc2)NC1=O (configuration not stated)	-2.8	3.9	-2.7%	1.3%	1.6%	-5.2%	·	-2.4	-4.8
COc1ccc(-c2nnc(SCC(=O)Nc3ccccc3OC)o2)cc1	-16.8	1.4	1.2%	0.3%	-1.5%	-0.2%	8.0	-14.7	-2.9
O=C(c1ccccc1F)N1CCCC(C(=O)N2CCc3ccccc3C2)C1 (configuration not stated)	-1.2	2.1	-3.7%	-2.7%	-2.6%	-8.1%	-7.9	17.3	0.4
